Screening results (PubChem)
ERK EGF block: inhibitors of EGF-stimulated ERK signaling pathway; HEK293-V1b, EGF-stimulated phospho-ERK AlphaScreen; 0.41% of 130,000 active; Potency, µM (highest dose often 11.5 µM), without a hit: at the highest dose activity change, negative = inhibition, usual class: inhibitors; active = well fitted inhibition curve with a large enough effect; inconclusive = small, poorly fitted or top-dose-only effect, or effect the other way;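 also: plate controls were stimulated vehicle wells for no effect and unstimulated vehicle basal for full effect; nearly all actives have a fitted effect of over 55% in size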
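EGF-stimulated (25 nM, 5 min) phospho-ERK in HEK293 cells stably expressing V1b, cells pretreated 30 min with compound at 37C. Homogeneous AlphaScreen read on lysates.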
Starred values were filed as active, the others as inactive; ? = inconclusive; [ ] = another dose, or the depositor's remark. Potency is read from the fitted curve at half-maximal effect. These rows are one share of the data (hit frequency here may not be typical).

SMILES	ERK EGF block
CCOC(=O)c1cc(N)cc([N+](=O)[O-])c1	16%
COc1ccc(CC2(CO)CCN(Cc3cccn3-c3ccccn3)CC2)cc1	1%
CN(/N=C/c1ccc(O)cc1O)c1nc(-c2ccccc2)cc(-c2ccccc2)n1	2%
CN(C)c1ccc(/C=C/C(=O)c2ccc(C(C)(C)C)cc2)cc1[N+](=O)[O-]	16%
CC1=C(C#N)C(NC(=O)c2cccc(Cl)c2)(C(F)(F)F)C(=O)N1 (stereo unspecified)	6%
CNC(=O)/C(C#N)=C/c1c(F)cccc1Cl	0%
Cc1ccc(OCc2nc(-c3ccccc3)no2)cc1	11%[57.5 µM]
Oc1ccccc1CNc1ccc2c(c1)OCCO2	-4%
CCOc1ccc(/C=C/C(=O)c2ccccc2)cc1OC	-3%
CCCN1C(=O)/C(=C\c2nc3ccccc3c(=O)[nH]2)c2ccccc21	?
COc1cccc(NC(=O)CN(c2ccc([N+](=O)[O-])cc2)S(=O)(=O)c2ccccc2)c1	11%
CCOc1cc(NC(=S)NC)c(OCC)cc1NC(=O)c1ccco1	2%
CN(C(=O)CCCN1C(=O)c2cccc3cccc(c23)C1=O)c1ccccc1	4%
O=C(O)c1ccccc1-c1ccccc1C(=O)NCc1cccc(C(F)(F)F)c1	-14%
CC(C)(C)C(=O)Nc1ccc(Sc2ccc([N+](=O)[O-])cc2)cc1	?
CCn1c(SCC(=O)N/N=C(\C)c2ccncc2)nnc1-c1ccc(C)cc1	4%[57.5 µM]
Cc1ccc2nc(Nc3nc(CSc4nnc(C)s4)cc(=O)[nH]3)nc(C)c2c1	1%
Clc1cccc(CN2CCCCCCC2)c1Cl	-7%
CC1CCN(c2c(NCc3ccc(C(=O)NCc4ccco4)cc3)c(=O)c2=O)CC1	-3%
COC(=O)NNC(=S)NCc1ccccc1	7%
Cc1ccc(C(=O)NCC(=O)NCC(=O)OCc2ccc(F)cc2)cc1	-4%
O=C(CN1CCC(NC(=O)C2CCCCC2)CC1)NCc1ccco1	-8%
COc1ccc(CCC(=O)Nc2cccc(Cl)c2)cc1	-2%
COc1ccc(CNC(=O)C2=CCN(S(=O)(=O)c3ccc(C)cc3)CC2)cc1	-2%[57.5 µM]
Cc1cc(C)c(S(=O)(=O)N(C)CC(=O)NCc2ccccn2)c(C)c1	-3%
CC(C)NC(=O)C(=O)c1cn(C)c2ccccc12	1%
COCCCNC(=S)N(Cc1ccccc1)Cc1ccccc1	-2%
CCOP(=O)(OCC)/C(C#N)=C/c1ccc(-c2ccc(F)cc2F)o1	3%[57.5 µM]
CCN(CC)C(=O)Oc1ccc(Cl)c2cccnc12	-3%
CN(C)c1ccc(N2C(=O)CSC2=S)cc1	?
CCCOc1ccc(C2C3=C(Nc4nc(N)[nH]c(=O)c42)c2ccccc2C3=O)cc1 (stereo unspecified)	-2%[57.5 µM]
Cc1ccc(NS(=O)(=O)c2cc3c4c(cccc4c2)C(=O)NC3=O)cc1	1%
O=c1oc2cc([N+](=O)[O-])ccc2nc1/C=C(\O)c1cccc(Br)c1	7%[57.5 µM]
CCC1OC(=O)C(C)[C@@H](O[C@H]2C[C@@](C)(OC)C(O)C(C)O2)C(C)[C@@H](O[C@@H]2OC(C)CC(N(C)C)C2O)[C@@](C)(O)CC(C)C(=O)[C@@H](C)C(O)[C@]1(C)O (stereo partly specified)	-8%
CS(=O)(=O)c1ccc(C(=O)NCC(c2ccco2)N2CCCCC2)cc1 (stereo unspecified)	-5%
CC(C)(C)c1ccc(NC(=O)c2ccccc2)c([N+](=O)[O-])c1	?
CCc1cccc(CC)c1NC(=O)COc1ccccc1C(=O)c1cc(C#N)c(=O)n(C2CCCCC2)c1	-5%
CC1(C)CC(c2nc(-c3ccccc3)cs2)CCS1 (stereo unspecified)	-8%
O=[N+]([O-])c1ccc(S(=O)(=O)NCCc2ccncc2)cc1	-2%
Cc1ccc(-c2nn(CC(=O)NN3CCOCC3)c(=O)c3ccccc23)cc1	-7%[57.5 µM]
N#Cc1ccc(CN2CC[C@@]3(CCCN(C(=O)c4cc(C(F)(F)F)cc(C(F)(F)F)c4)C3)C2)cc1	2%
CSc1ccccc1C(=O)C1CCCN(C(=O)CCN2CCCO2)C1 (stereo unspecified)	-3%
CC(/C=N/NC(=O)CSc1nnc(SCc2ccccc2)s1)=C\c1ccco1	2%
Cc1ccc(C)c(-n2c3nc(=O)n(C)c(=O)c-3cc3ccccc32)c1	-4%[57.5 µM]
Nc1ccc(NC(=S)Nc2ccccc2)cc1	-7%[57.5 µM]
C=CCNC(=O)CSc1nc2sc(C)c(C)c2c(=O)[nH]1	9%
Cc1ccc2c(c1)c(N=O)c(O)n2Cc1ccc(Cl)cc1	7%
Cc1ccc(S(=O)(=O)N2CCOC2CNC(=O)C(=O)NCc2ccncc2)cc1 (stereo unspecified)	-15%[57.5 µM]
NC[C@@H]1O[C@H](O[C@@H]2[C@H](O[C@@H]3O[C@H](CO)[C@@H](COC[C@H]4O[C@@H](CN)[C@@H](O)[C@@H](O)[C@@H]4N)[C@@H]3O)[C@@H](O)[C@@H](N)C[C@H]2N)[C@@H](N)[C@H](O)[C@@H]1O	5%[25.7 µM]
COc1cc(C2NC(=O)NC(c3ccccc3)=C2C(C)=O)cc([N+](=O)[O-])c1O (stereo unspecified)	-1%
CCOC(=O)N1CCN(CC(O)COc2ccc(OC)cc2C(C)(C)C)CC1 (stereo unspecified)	5%
O=C(O)C=Cc1ccc(Cn2ccnc2)cc1	-11%
O=C(CC1C(=O)NCCN1Cc1ccc(Cl)c(F)c1)NCCc1cccnc1 (stereo unspecified)	-8%[57.5 µM]
Cc1c(-c2nc(-c3ccncc3)no2)cccc1[N+](=O)[O-]	6%[57.5 µM]
COc1cccc(OC)c1C(=O)Nc1cccnc1	2%
Cc1cnc(C(=O)N2CCc3c([nH]c4ccccc34)C2c2ccc(F)cc2)cn1 (stereo unspecified)	-32%
CCOc1ccc(CN(C)C(=O)CCl)cc1	10%
CCS(=O)(=O)N1CCN(c2ccnc3cc(Cl)ccc23)CC1	-5%[57.5 µM]
COc1ccc(CCNC(=O)COc2ccc(N(C)S(=O)(=O)c3ccc(C)cc3)cc2)cc1	-4%[57.5 µM]
COc1ccc(NC(=O)CNC(=O)c2ccc([N+](=O)[O-])cc2)cc1	5%
New compounds follow:
SMILES	ERK EGF block
Cc1cc(C(=O)N/N=C/c2ccc(N(C)C)cc2)c2ccccc2n1	-3%
Cc1cc(C(=O)NCc2ccc(F)cc2)n(-c2ccccc2)n1	-3%[57.5 µM]
CC1CCC(N(C(=O)c2csnn2)C(C(=O)NC(C)(C)C)c2cccnc2)CC1 (stereo unspecified)	11%
COc1ccc(C(=O)c2nccc3ccccc23)cc1	-1%
Cc1cc(NC(=O)CSc2nc(C(C)C)nc3sc4c(c23)CCC(C)C4)no1 (stereo unspecified)	7%
CNC(=O)CN(c1cc(OCCOC)c(Cl)cc1Cl)S(=O)(=O)c1ccccc1	0%
CC1CN(CCCSc2ccc(Cl)cc2)CC(C)O1 (stereo unspecified)	12%
CCN(C(=S)Nc1cccc(C)c1)c1ccccc1	3%
O=C(NCc1cccs1)C1CC(c2ccc(Cl)cc2)=NO1 (stereo unspecified)	2%
Cc1ccc(-c2csc(NC(=O)CN3C(=O)CCC3=O)n2)cc1	4%
O=C(c1ccccn1)c1ccc2ccccc2n1	-5%[57.5 µM]
Cc1ccc(C)c(NS(=O)(=O)c2ccc3c(c2)Cc2cc(S(=O)(=O)Nc4cc(C)ccc4C)ccc2-3)c1	-2%
CCOc1ccc(NS(=O)(=O)c2cc(NC(=O)CCS(=O)(=O)c3ccc(C)cc3)ccc2OC)cc1	1%
Cc1cc(C=O)c(C)n1-c1ccc(N2CCCCC2)c([N+](=O)[O-])c1	?
Cc1cc(C(=S)N2CCOCC2)c(C)n1-c1ccc(F)cc1	5%
CCOC(=O)N1CCC(NS(=O)(=O)c2ccc(C)c(Cl)c2)CC1	-7%[57.5 µM]
Cc1cc([N+](=O)[O-])nn1Cc1ccc(C(=O)N/N=C/c2ccc(F)cc2)cc1	5%[57.5 µM]
CN1CCN(CC(O)COC(c2ccccc2)c2ccccc2)CC1 (stereo unspecified)	-7%
c1ccc(CCNc2ccnc3cc4ccccc4cc23)cc1	3%
COc1ccccc1/C=C(/C(=O)OCC(=O)NCc1ccccc1)c1ccccc1	-1%
CC1CCCC(NC(=O)CCCn2c(=S)[nH]c3ccccc3c2=O)C1C (stereo unspecified)	-3%
CC(C)N(C(=O)COC(=O)c1ccc([N+](=O)[O-])cc1)c1ccccc1	-1%
O=C(COC(=O)c1ccc2c(c1)C(=O)N(Cc1ccncc1)C2=O)Nc1cccc2ccccc12	-7%
CC(NC(=O)c1cccnc1)C(c1cccs1)N1CCN(c2ccccc2F)CC1 (stereo unspecified)	2%[57.5 µM]
CC1(C)CC(=O)C(C=Nc2ccc(O)c(N=CC3=C(O)CC(C)(C)CC3=O)c2)=C(O)C1	-2%
CCN(CC)CCn1c(=N)n(CC(=O)c2ccc(Br)s2)c2ccccc21	0%[57.5 µM]
Cc1c(C(=O)NNS(=O)(=O)c2ccccc2)sc(=S)n1C	3%
COc1ccc(C(=O)O)cc1S(=O)(=O)Nc1ccc(C)cc1	-2%
O=Cc1c(-c2ccc(F)cc2)nc2ccccn12	10%
Cc1cccc(Nc2nc(N)nc(CCl)n2)c1C	-7%[57.5 µM]

Arranged by value in ERK EGF block (highest first): some entries from above.
SMILES	ERK EGF block
CC1CCC(N(C(=O)c2csnn2)C(C(=O)NC(C)(C)C)c2cccnc2)CC1 (stereo unspecified)	11%
Clc1cccc(CN2CCCCCCC2)c1Cl	-7%
O=C(O)C=Cc1ccc(Cn2ccnc2)cc1	-11%
Cc1cnc(C(=O)N2CCc3c([nH]c4ccccc34)C2c2ccc(F)cc2)cn1 (stereo unspecified)	-32%

(listing goes on)
SMILES	ERK EGF block
O=C(CN1CCN(Cc2ccc3c(c2)OCO3)CC1)Nc1cc(S(=O)(=O)N2CCCC2)ccc1Cl	-24%
C/C(=N\NC(N)=O)c1cccc(Cl)c1	23%
COCCN1C(=O)c2cc(C(=O)Nc3cccc(F)c3)ccc2C1Nc1cccc(F)c1 (stereo unspecified)	-3%
CSc1sc(-c2ccnc(=S)[nH]2)c(-c2ccccc2)c1C#N	-4%[57.5 µM]
O=C(Cn1cc([N+](=O)[O-])cn1)N1CCc2ccccc2C1	-2%
Cc1cccc(Nc2ncnc3ccc(Br)cc23)c1	1.8µM*
COc1ccc2cc(CN(CC3CCCO3)C(=O)Nc3ccccc3)c(=O)[nH]c2c1 (stereo unspecified)	1%
CC1(C)C=C(c2ccc(C(=O)O)s2)CC(C)(C)N1	1%
CC(=O)c1cc2c(cc1N/C(=N/S(=O)(=O)c1ccc(C)cc1)c1ccc(Cl)cc1)OCO2	-11%
CSc1nnc(C)c(=O)n1COC(=O)/C=C/c1ccc2c(c1)OCO2	3%
CCn1c(C(=O)NCCCc2ccccc2)cc2sccc21	4%
COc1ccc(-c2cc(C(F)(F)F)nc(N)n2)cc1	-1%
Cn1c(C2=C(O)CN(Cc3ccccc3)C2=N)[n+](C)c2ccccc21	8%
N/C(=N\OC(=O)c1cccc(Cn2cc(C(F)(F)F)ccc2=O)c1)c1ccccc1	7%[57.5 µM]
Cc1c(Cl)cccc1NC(=O)CNC(=O)c1ccccc1F	-3%
COc1ccc(NC(=O)CSc2nccn2C)cc1S(N)(=O)=O	-2%
CC(=O)Nc1ccc(S(=O)(=O)Oc2ccccc2N2CCCCC2)cc1	?
Cc1cc(=O)nc2c3ccccc3n(C(C)C(=O)Nc3c(F)c(F)c(F)c(F)c3F)n12 (stereo unspecified)	10%
C/C(=N\NC(=O)c1cc(Cl)ccc1O)c1ccc(Br)s1	0%
COCC1C2CC[C@H]3C(OCc4ccc(F)cc4C(F)(F)F)OC[C@]4(C)[C@H]3C2=C(CN4C(=O)OC(C)(C)C)[C@H](C)C1COC (stereo partly specified)	-1%
O=C(O)c1cc(N/N=C/c2cccnc2)ccc1Cl	4%[57.5 µM]
COc1cc(C(C)=O)ccc1OCC(=O)NCC1(N2CCCCC2)CCCCC1	3%
CC1CCCN(C(=O)C2CCC(CNc3c(N4CCCCC4)c(=O)c3=O)CC2)C1 (stereo unspecified)	-12%[57.5 µM]
CCOc1ccc(Br)cc1CN(CC)CC	-11%[57.5 µM]
CNC(=S)N1CCN(c2nc3ccccc3s2)CC1	1%
O=C(O)c1ccccc1-c1nc(-c2ccccc2)c(-c2ccccc2)[nH]1	-13%
CC(C)(C)C(=O)N1CCN(c2ccc([N+](=O)[O-])c(NCc3cccnc3)c2)CC1	-6%
Cc1ccc(C)c(NC(=O)C(Sc2cccc[n+]2[O-])c2ccccc2)c1 (stereo unspecified)	1%
CN(C)C(=O)CSc1nnc([C@H](Cc2ccccc2)NC(=O)OC(C)(C)C)o1	-3%[57.5 µM]
CC(=O)c1c(C)n(CC(=O)NCc2ccco2)c2ccccc12	-18%
O=C(CSc1cccc2cccnc12)N/N=C/c1ccc(O)cc1	-4%[57.5 µM]

Nothing new here: an excerpt of the list.
SMILES	ERK EGF block
CC(C)(C)C(=O)N1CCN(c2ccc([N+](=O)[O-])c(NCc3cccnc3)c2)CC1	-6%
Cc1ccc(C)c(NC(=O)C(Sc2cccc[n+]2[O-])c2ccccc2)c1 (stereo unspecified)	1%
CN(C)C(=O)CSc1nnc([C@H](Cc2ccccc2)NC(=O)OC(C)(C)C)o1	-3%[57.5 µM]
CC(=O)c1c(C)n(CC(=O)NCc2ccco2)c2ccccc12	-18%

Five compounds picked at random from the list so far, as already listed:
SMILES	ERK EGF block
CC(=O)Nc1ccc(S(=O)(=O)Oc2ccccc2N2CCCCC2)cc1	?
COc1cc(C(C)=O)ccc1OCC(=O)NCC1(N2CCCCC2)CCCCC1	3%
CC(=O)c1c(C)n(CC(=O)NCc2ccco2)c2ccccc12	-18%
COc1ccc(NC(=O)CSc2nccn2C)cc1S(N)(=O)=O	-2%
Cc1ccc(C)c(NC(=O)C(Sc2cccc[n+]2[O-])c2ccccc2)c1 (stereo unspecified)	1%
